DYRK1A inh: inhibitors of rat Dyrk1A kinase. ADP-Glo luminescence, NFATc1 peptide. inhibition, % at 12.5 µM. hit rate 0.43% among 310,000. AID 504441; in the data active means inhibition above about 50%;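 further: plate controls were vehicle with enzyme for no effect and no enzyme for full effect; many of its hits are not listed in these tables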
HSF1 activator: increases HSF-1 driven luciferase reporter signal. NIH3T3-HGL HSF-1 luciferase reporter, MG132, 8 h; 100% = twice DMSO control signal. activation, % at 9 µM. hit rate 1.7% among 300,000. AID 504408;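 active means mean replicate activation of at least 50% with a set share of replicates each reaching 50%; inconclusive means only one of those two conditions met; inactive means mean below 50% and too few replicates reaching it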;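 further: 0% = median of the neutral control wells and 100% = twice that signal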
HSP90 refold inh: blocks HSP90-mediated luciferase refolding in reticulocyte lysate; Rabbit reticulocyte lysate, luciferase refolding luminescence, 3 h; inhibition, % at 5.6 µM; hit rate 0.91% among 290,000; AID 1789;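 active means inhibition above the screen-wide mean plus 3 SD, computed separately per campaign, cut at about 16% in these data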;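 further: 0% = DMSO wells and 100% = 60 µM geldanamycin wells; inhibitors lower the luminescence because luciferase stays unfolded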
KLF5 inhibitor: kruppel-like factor 5 inhibition. DLD-1 KLF5 promoter-luciferase reporter, luminescence. inhibition, % at 5 µM. hit rate 0.23% among 290,000;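 active means inhibition above a per-plate limit of that plate's mean compound inhibition plus 3 SD, cut at about 60% in these data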;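 further: 0% = DMSO wells and 100% = LY294002 at 200 µM; higher means less KLF5 promoter-driven luciferase light; inactives centre near -14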
aSyn 5UTR inh: MLPCN primary screen, SNCA 5' untranslated region. alpha-synuclein 5'UTR reporter, inhibitor activity. inhibition, % (tested at 7.5 µM). hit rate 0.82% among 300,000. AID 1813; in the data active means inhibition above about 60%; inconclusive means no clear call, values can overlap the other calls;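 further: H4 neuroglioblastoma cells stably carrying SNCA 5'UTR luciferase fusion; 0% = DMSO wells and 100% = positive control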
IEC-6 tox: IEC-6 cytotoxicity, counter-screen for KLF5 inhibitors; inhibition, % at 5 µM; AID 1825; luminescence viability; hit rate 0.78% among 290,000; in the data active means inhibition above about 22%;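 further: 0% = plate median of test compound wells and 100% = cytotoxic reference compound wells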
GSK3B inh: blocks human GSK3beta kinase activity | P49841 | GST-GSK3beta kinase, ADP-Glo luminescence, 60 min; stronger effect = lower value | activity score (negative = inhibition), % at 10 µM | hit rate 0.038% among 300,000 | AID 2097;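 active means more than half of replicate wells score below -50%, meaning over 50% inhibition versus plate controls; inconclusive means some replicates but at most half score below -50%; inactive means no replicate scores below -50%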;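 further: 0% = median DMSO wells and -100% = median GW8510 positive control wells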
Target sequence (P49841 whole entry, looked up): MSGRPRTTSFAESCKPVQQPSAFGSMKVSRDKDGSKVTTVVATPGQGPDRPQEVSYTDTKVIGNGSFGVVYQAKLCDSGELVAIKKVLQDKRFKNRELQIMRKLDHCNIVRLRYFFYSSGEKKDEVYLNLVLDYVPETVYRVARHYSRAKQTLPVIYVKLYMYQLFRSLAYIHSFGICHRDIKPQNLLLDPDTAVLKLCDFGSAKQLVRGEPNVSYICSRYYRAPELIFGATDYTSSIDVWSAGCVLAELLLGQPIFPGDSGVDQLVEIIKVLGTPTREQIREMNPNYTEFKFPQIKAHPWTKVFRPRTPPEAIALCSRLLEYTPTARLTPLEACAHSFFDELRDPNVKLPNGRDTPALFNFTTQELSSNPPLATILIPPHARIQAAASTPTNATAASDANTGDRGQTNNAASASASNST
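Assay system: GST-fused GSK3beta enzyme, cell-free / Medium: Tris pH 7.5 buffer with MgCl2, DTT, BSA, heparin / Also added: peptide substrate plus 25 µM ATP (final) / Compound: 10 µM single point / Timing: kinase reaction with compound 60 min at room temperature / Detection: ADP-Glo luminescence / Benchmarks: DMSO neutral wells and GW8510 at 20 µM as positive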
GSK3 alpha inh: inhibitors of human GSK-3 alpha kinase; hit rate 0.1% among 320,000; inhibition, % at 10 µM; ADP-Glo luminescence, 60 min; P49840; AID 2650;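 in the data active means inhibition above about 50%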;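 further: GST-tagged GSK-3 alpha with peptide substrate and 25 µM ATP; 0% = DMSO neutral wells and 100% = GW8510 positive control wells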
Target sequence (P49840 whole entry, looked up): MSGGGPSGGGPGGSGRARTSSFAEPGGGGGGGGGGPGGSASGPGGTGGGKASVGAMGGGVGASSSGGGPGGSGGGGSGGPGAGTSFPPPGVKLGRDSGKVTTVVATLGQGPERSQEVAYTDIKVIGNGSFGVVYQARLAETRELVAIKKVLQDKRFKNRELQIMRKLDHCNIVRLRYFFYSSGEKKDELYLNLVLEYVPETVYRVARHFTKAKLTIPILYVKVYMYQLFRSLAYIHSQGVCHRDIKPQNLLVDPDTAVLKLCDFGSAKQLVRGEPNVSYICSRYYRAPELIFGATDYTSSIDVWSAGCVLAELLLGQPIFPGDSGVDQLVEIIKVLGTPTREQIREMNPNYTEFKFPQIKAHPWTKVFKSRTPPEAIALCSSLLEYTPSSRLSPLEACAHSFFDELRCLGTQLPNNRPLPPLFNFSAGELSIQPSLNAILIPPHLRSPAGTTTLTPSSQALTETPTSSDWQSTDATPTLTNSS
HSF1 inh: HSF1 inhibition. activity change, negative = inhibition, % at 7.5 µM (by protocol). hit rate 0.77% among 300,000. NIH3T3-HGL HSE-luciferase, MG132-induced, luminescence 8 h; stronger effect = lower value. AID 2098;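 active means more than half of replicate wells show activity change below -50%, luminescence cut by over half; inconclusive means some wells, but at most half, below -50%; inactive means no replicate well below -50%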;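 further: luciferase reports HSF-1 transcriptional activity via heat shock element; 0% = median of DMSO wells and -100% = zero luminescence signal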
Platelet DG rel: modulates dense granule release in human platelets; hit rate 0.22% among 300,000; inhibition, %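 (compounds screened at 7.5 µM in platelet-rich plasma)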; human platelet-rich plasma, SFLLRN dense granule ATP release, luminescence;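 active means mean replicate score, as percent of positive control, at or above 50; inconclusive means mean below 50 but at least one replicate at or above 50; inactive means mean and every replicate below 50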
The depositor's hits bear a star; ? = inconclusive; / = not tested or not shown; & = joins results of further samples. An excerpt. The share of hits here may be higher or lower than overall.

#	smiles	DYRK1A inh	HSF1 activator	HSP90 refold inh	KLF5 inhibitor	aSyn 5UTR inh	IEC-6 tox	GSK3B inh	GSK3 alpha inh	HSF1 inh	Platelet DG rel
1	O=C(NCc1nc2ccccc2[nH]1)C1=C[C@@H](c2ccc(C(F)(F)F)cc2)C[C@@H](OCc2ccc(CO)cc2)O1	15	21	/	/	12	/	0	-1	11	-13
2	O=C(CN1CCN(CCC(=O)Nc2ccccc2F)CC1)Nc1ccc(F)cc1	8	/	8	10	/	4	/	-1	/	/
3	COc1ccccc1N1CCN(C(=O)COc2cccc3ccccc23)CC1	0	5	0	-19	25	3	1	1	7	11
4	C#CCOCCOCCOCCNc1nc(N2CCN(C(=O)[C@H]([C@@H](C)CC)n3cc([C@@H](N)CC(C)C)nn3)CC2)nc(N2CCN(C(=O)[C@H](Cc3cc4ccccc4[nH]3)n3cc([C@@H](N)CC(C)C)nn3)CC2)n1	/	-6	/	/	-8	/	-1	/	2	-4
5	CCCc1nc(SCc2ccccn2)c2c(=O)n(C)c(=O)n(C)c2n1	3	10	-1	32	13	-5	-1	-3	7	28
6	CC(NC(=O)c1ccco1)c1ccc(-n2ccnc2)cc1 (stereo not drawn)	-1	13	/	/	-17	/	1	-3	-5	-2
7	CCOC(=O)C1(CC2CC2)CCN(C(=O)c2cccnc2C)CC1	0	8	-5	-23	-5	-13	2	-3	0	-4
8	COC(=O)CCc1cccc(CCC(=O)OC)c1	-6	-7	-5	3	5	6	1	18	0	2
9	COC(=O)c1ccccc1NC(=O)c1c(O)c2c([nH]c1=O)CCCC2	12	-9	2	-37	-15	0	-18	-1	-3	6
10	Cn1c(SCC(=O)N2CCN(c3ccccc3)CC2)nnc1-c1c[nH]c2ccccc12	1	3	0	-1	5	4	1	-1	10	-5
11	CCCCNC(=O)CNC(=O)c1nn(-c2ccc(OC)cc2OC)c(=O)c2ccccc12	-1	6	-2	-15	12	0	-6	-1	1	-6
12	CCOC(=O)c1cnc2ncnn2c1N	5	3	-2	-20	2	4	-1	-3	1	3
13	O=C(Nc1cccc2cccnc12)c1ccccc1Br	0	-1	/	/	-36	/	-5	0	6	10
14	CSc1ccccc1C(=O)Nc1nccs1	5	-27	3	-17	-6	1	-2	-2	-10	2
15	CC1(C)CC(=O)C=C(Nc2cccc(Cl)c2Cl)C1	2	-17	/	/	18	/	-1	2	3	-1
16	Cn1nnc2cc(C(=O)NCc3ccco3)ccc21	1	6	4	-8	11	4	-2	-2	-5	-1
17	CCn1cc(C(=O)O)c(=O)c2cc(OC)ccc21	-7	-3	-3	-26	0	-4	2	1	-6	-1
18	Cc1onc(-c2c(Cl)cccc2Cl)c1C(=O)N1CCc2ccccc2C1	-8	35	-4	-14	0	-2	6	-1	9	?
19	Nc1nc(SCC(=O)NC2CCCCC2)n[nH]1	-4	-33	-4	0	9	-4	2	1	-14	-3
20	COc1cccc(OCc2cc(C(=O)NCC3CCCCC3)no2)c1	-3	-22	1	-25	-47	5	-1	-1	2	-4
21	S=C(/N=c1/sccn1Cc1ccccc1)NC1CC1	-1	21	2	-6	-19	-5	0	4	3	-17
22	COc1ccc(CC(=O)Nc2ccccc2-c2ccccc2)cc1OC	9	-2	-3	-26	11	-9	1	2	10	2
23	O=C(CCc1ccncc1)N1CCCC(Nc2ccc(F)c(F)c2)C1 (stereo not drawn)	2	-5	0	-11	4	1	1	0	-3	0
24	S=c1[nH]nc(-c2ccccc2)n1/N=C/C=C/c1ccco1	-5	32	3	-6	-35	-10	-3	-3	17	5
25	CCOC(=O)Cn1cnc2scc(-c3ccc(C)c(C)c3)c2c1=O	12	13	4	2	18	-7	3	-1	1	-3
26	O=C(CCSc1ccc(Cl)cc1)NC1CCCCC1	-2	12	-3	0	-22	-5	1	-2	1	3
27	COCCOc1ccc(C(F)(F)F)cc1N	-3	8	0	-16	-7	-3	1	0	4	0
28	O=C(c1ccco1)N1CCN(S(=O)(=O)c2cccc(Cl)c2)CC1	-4	4	-1	-30	2	0	-2	-2	-2	-1
29	Cc1cccc(C(=O)NNC(=O)C2CCCO2)c1 (stereo not drawn)	2	-12	3	-46	1	3	3	0	-4	3
30	CCCN(CCC)CC(O)CN(c1cc([N+](=O)[O-])ccc1OC)S(=O)(=O)c1ccccc1 (stereo not drawn)	6	0	-5	-10	-25	-1	-2	3	5	6

Ordered by value in Platelet DG rel (smallest number first): some entries from above
| No. | Structure | DYRK1A inh | HSF1 activator | HSP90 refold inh | KLF5 inhibitor | aSyn 5UTR inh | GSK3B inh | GSK3 alpha inh | HSF1 inh | Platelet DG rel |
| --- | --- | --- | --- | --- | --- | --- | --- | --- | --- | --- |
| 23 | O=C(CCc1ccncc1)N1CCCC(Nc2ccc(F)c(F)c2)C1 (stereo not drawn) | 2 | -5 | 0 | -11 | 4 | 1 | 0 | -3 | 0 |
| 22 | COc1ccc(CC(=O)Nc2ccccc2-c2ccccc2)cc1OC | 9 | -2 | -3 | -26 | 11 | 1 | 2 | 10 | 2 |
| 13 | O=C(Nc1cccc2cccnc12)c1ccccc1Br | 0 | -1 | / | / | -36 | -5 | 0 | 6 | 10 |

3 structures out of the list, arranged by length of the SMILES, smallest number first:
#	smiles	DYRK1A inh	HSF1 activator	HSP90 refold inh	KLF5 inhibitor	aSyn 5UTR inh	IEC-6 tox	GSK3B inh	GSK3 alpha inh	HSF1 inh	Platelet DG rel
19	Nc1nc(SCC(=O)NC2CCCCC2)n[nH]1	-4	-33	-4	0	9	-4	2	1	-14	-3
28	O=C(c1ccco1)N1CCN(S(=O)(=O)c2cccc(Cl)c2)CC1	-4	4	-1	-30	2	0	-2	-2	-2	-1
10	Cn1c(SCC(=O)N2CCN(c3ccccc3)CC2)nnc1-c1c[nH]c2ccccc12	1	3	0	-1	5	4	1	-1	10	-5

Carrying on:
#	smiles	DYRK1A inh	HSF1 activator	HSP90 refold inh	KLF5 inhibitor	aSyn 5UTR inh	IEC-6 tox	GSK3B inh	GSK3 alpha inh	HSF1 inh	Platelet DG rel
31	CCOC(=O)CN1C(=O)N[C@@H](c2cccc(F)c2)C(C(=O)OC)=C1C	7	-8	/	/	20	/	0	4	-6	17
32	O=C(Nc1ccc(Cl)cc1)[C@@H]1[C@@H]2C(=O)N(c3cccc(F)c3)C(=O)[C@@H]2[C@H]2C=CC=NN21	1	-14	3	-7	35	2	1	-3	9	6
33	Cc1nonc1NC(=O)CSc1nc2ccccc2o1	1	6	2	-39	-23	-3	2	-4	-5	19
34	COCN(C#N)c1nc(OC)nc(OC)n1	7	-5	-1	-30	14	-8	-3	-2	-2	4
35	COc1cccc(-c2nn(-c3ccccc3)cc2C(=O)Nc2nccs2)c1	5	15	4	-11	9	-1	3	-2	-1	/
36	CCOc1ccccc1/C=C(\C#N)C(=O)Nc1cccc(C(=O)O)c1	-2	-19	-1	-17	12	-10	3	0	-1	17
37	COCCN1Cc2cccc(C(=O)Nc3cccc(-c4nc5ccccc5[nH]4)c3)c2C1=O	3	-37	0	-37	-80	-7	2	6	-34	6
38	CC(C)Oc1ccc(C2CNC(=O)C2)cc1 (stereo not drawn)	54*	0	/	/	-15	/	0	-1	-6	-5
39	CCCNC(=O)c1ccc(N2CCC3(CC2)CC(c2ccccc2)=NO3)c(NC(=O)c2cccc(OC)c2)c1	10	-10	0	-27	14	-2	2	-1	-9	3
40	CC(=O)NCCCc1nc2ccccc2n1Cc1cc(C)ccc1C	1	15	2	-12	6	3	1	7	2	-4
41	Cc1ccc(C(=O)NCCc2cccc(Cl)c2)cc1[N+](=O)[O-]	-3	44	-2	-70	-44	-9	-8	-1	29	9
42	S=c1nc(-c2ccccc2Cl)[nH][nH]1	-8	-19	-2	-23	-13	-4	2	-2	-1	-4
43	COc1cc2c(cc1OC)CN(c1ccc([N+](=O)[O-])cc1Cl)CC2	-4	34	-6	-10	-8	-1	-2	-1	18	7
44	COC(=O)c1ccc(NS(=O)(=O)c2cc(C)ccc2OC)cc1	-2	2	-2	-12	-8	2	1	-1	-1	-3
45	COc1ccc(-n2cnnc2SCc2cnc(-c3ccccc3)s2)cc1	1	11	0	-49	7	1	-4	0	6	6
46	COc1cc(/C=N/NC(=O)c2nnn(-c3nonc3N)c2-c2cccs2)ccc1O	48	6	-5	-28	-10	0	1	75*	-10	-6
47	CCOc1ccccc1NC(=O)C(=O)NCCC1=CCCCC1	-5	12	1	-26	20	7	-3	-3	5	8
48	CCNc1nc(NCC)nc(N/N=C/c2ccc(O)c(O)c2)n1	1	5	-4	-13	10	-2	0	-1	-5	-1
49	NC(=O)CSC1=Nc2ccccc2C2=NC(CC(=O)NCc3cccs3)C(=O)N12 (stereo not drawn)	0	24	1	-1	1	0	0	/	5	16
50	Cc1cccc(NC(=S)NCc2ccco2)c1C	-1	0	0	-15	-19	-2	5	0	1	-4
51	O=C(NC1(C(=O)NC2CCCCC2)CCCCC1)c1ccccn1	-16	20	1	13	-12	0	2	1	-3	-6
52	O=C(NN(c1ccccc1)c1ccccc1)c1ccccc1F	-1	6	0	-16	-7	-3	7	-2	3	1
53	Cc1ccc(C(C)C)cc1S(=O)(=O)NCc1cccnc1	-4	-13	0	-12	3	-4	0	1	-4	-5
54	N#CN=C(N)c1ccccc1	2	-2	0&2	-11&-21	27	-6&-1	-4	-1	-1	-1
55	O=C(Cn1c(=O)sc2ccccc21)OC(CCl)CCl	8	13	0	-51	8	-7	1	2	-1	1
56	CCN1C(=O)/C(=C/c2ccc(C)o2)N(C)C1=S	-10	7	0	-12	-22	3	-8	-2	-9	-8
57	Cc1cccc(N2CCN(S(=O)(=O)c3c(C)nc4scc(C)n4c3=O)CC2C)c1 (stereo not drawn)	-1	18	-1	-3	2	4	-1	-4	16	-7
58	COc1ccc(C(=O)Cn2cc([N+](=O)[O-])nc2C)cc1	-4	13	2	-48	-11	-5	-2	-2	-8	4
59	O=C(CSc1nnnn1-c1ccc(F)cc1F)Nc1ccccc1F	-2	3	-2	-17	13	-1	-4	-1	-4	-5
60	CCOC(=O)c1ccc(NC(=O)CCc2nnc3ccc(N4CCN(C)CC4)nn23)cc1	-2	-2	-5	-3	13	4	-1	-1	-1	2
61	CC(C)(C)C(=O)Nc1sc2c(c1C#N)CCN(Cc1ccccc1)C2	2	57*	-3	1	12	-3	-2	-2	18	5

GSK3 alpha inh: what is marked active above.
No.	molecule	DYRK1A inh	HSF1 activator	HSP90 refold inh	KLF5 inhibitor	aSyn 5UTR inh	GSK3B inh	GSK3 alpha inh	HSF1 inh	Platelet DG rel
46	COc1cc(/C=N/NC(=O)c2nnn(-c3nonc3N)c2-c2cccs2)ccc1O	48	6	-5	-28	-10	1	75*	-10	-6

Screening data from PubChem BioAssay.
